Source: PubChem
PPARg SRC-1 ag: PPARgamma agonists recruiting SRC-1 coactivator, primary screen, biochemical | Peroxisome proliferator-activated receptor gamma (Homo sapiens), P37231 | PPARgamma-SRC-1 coactivator recruitment biochemical assay | activation, % at 8 µM | actives 0.41% (n = 200,000) | AID 631, 2007; in the data active = activation above about 19%;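 also: 0% = DMSO and 100% = reference agonist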
Target sequence (P37231 whole entry, looked up): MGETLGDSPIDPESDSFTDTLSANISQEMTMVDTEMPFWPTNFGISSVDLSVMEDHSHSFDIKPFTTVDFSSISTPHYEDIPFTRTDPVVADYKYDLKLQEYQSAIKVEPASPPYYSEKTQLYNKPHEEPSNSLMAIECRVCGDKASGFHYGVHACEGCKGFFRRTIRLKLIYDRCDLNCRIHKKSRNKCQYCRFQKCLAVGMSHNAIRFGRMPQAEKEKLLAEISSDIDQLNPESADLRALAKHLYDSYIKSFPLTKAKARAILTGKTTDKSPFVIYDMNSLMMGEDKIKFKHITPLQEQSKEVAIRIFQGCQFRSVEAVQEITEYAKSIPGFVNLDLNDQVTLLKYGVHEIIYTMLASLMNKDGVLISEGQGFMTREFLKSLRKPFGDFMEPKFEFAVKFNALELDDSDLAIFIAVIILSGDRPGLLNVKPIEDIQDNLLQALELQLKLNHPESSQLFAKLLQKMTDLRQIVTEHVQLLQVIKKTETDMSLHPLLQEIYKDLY
PPARg SRC-2 ag: agonists of PPARg-SRC-2 recruitment, primary screen, biochemical, HTS | AID 1032, 2008 | actives 0.34% (n = 200,000) | activation, % at 8 µM | Peroxisome proliferator-activated receptor gamma (Homo sapiens), P37231 | PPARgamma LBD-SRC-2 recruitment; in the data active = activation above about 22%;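 also: 0% = vehicle and 100% = reference agonist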
DTT redox prof: compounds producing H2O2 with reducing agent – biochemical, NIH compound library profiling, artefact control for MLSCN library redox annotation, primary screen; DTT-dependent redox cycling H2O2, phenol red/HRP absorbance; 100% = 100 µM peroxide control, 0% = buffer; activation, % at 10 µM; actives 0.03% (n = 200,000);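 active = activation of at least 50% relative to the plate's high and low controls in the primary single-dose screen; inactive = activation below 50%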;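 also: compound incubated with DTT at 0.8 mM final as the reducing agent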
ROMK primary: ROMK potassium channel modulators, primary screen, cell-based, thallium flux, MLSMR library. Tet-inducible ROMK, thallium flux fluorescence; actives lie on both sides. B-score at 10 µM. actives 2% (n = 130,000). AID 1918, 2009;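 active = signal ratio slope over the read window, or its plate-corrected B-score, at least 3 SD from the plate mean, either direction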;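 also: B-score of the F/F0 ratio slope over 7 to 12 s after thallium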
Target sequence (P48048 whole entry, looked up): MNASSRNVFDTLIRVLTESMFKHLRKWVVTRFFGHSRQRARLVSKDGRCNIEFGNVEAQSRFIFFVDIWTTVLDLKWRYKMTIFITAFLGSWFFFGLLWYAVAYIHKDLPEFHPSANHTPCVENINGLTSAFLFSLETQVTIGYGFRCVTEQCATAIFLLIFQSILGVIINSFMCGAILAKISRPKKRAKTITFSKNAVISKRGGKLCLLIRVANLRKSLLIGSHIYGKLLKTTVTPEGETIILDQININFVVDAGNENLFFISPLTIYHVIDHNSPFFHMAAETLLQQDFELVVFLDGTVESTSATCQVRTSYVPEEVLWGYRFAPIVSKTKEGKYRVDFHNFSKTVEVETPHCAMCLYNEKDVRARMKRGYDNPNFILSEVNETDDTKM
TR-FRET SRC-2 ct: TR-FRET signal artefacts, primary screen, artefact control for PPARgamma SRC-2 agonist project, biochemical | TR-FRET artefact counter-screen; hits give high values | TR-FRET ratio at 8 µM | actives 0.4% (n = 200,000); in the data active = TR-FRET ratio above about 2000; also: inactives centre near 1500
Lmaj promast: Leishmania major promastigote growth inhibition, primary screen. actives 9% (n = 200,000). AID 1063, 2008. Leishmania major promastigotes, resazurin fluorescence viability. inhibition, % at 10 µM; in the data active = inhibition above about 50%;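 also: promastigotes grown with compound for 44 hours at 28 °C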
TLR4 MyD88 comp: inhibitors of TLR4-MyD88 association in cells, primary screen, cell-based, HeLa CL3-4, BLA complementation, FRET ratio | HeLa CL3-4 TLR4/MyD88 BLA complementation | AID 861, 2007 | inhibition, % at 8.4 µM | Toll-like receptor 4 (Homo sapiens) + Myeloid differentiation primary response protein … | actives 0.18% (n = 200,000); in the data active = inhibition above about 25%;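 also: 0% = vehicle and 100% = reference inhibitor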
bIAP inh: bovine intestinal alkaline phosphatase inhibitors, primary screen, selectivity assay for TNAP inhibitor project, biochemical, bovine IAP, CDP-star luminescence | alkaline phosphatase, intestinal [Bos taurus] | purified bovine IAP, 30 min | inhibition, % at 20 µM | 190,000 tested, under 10 active;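 active = over 50% inhibition of intestinal alkaline phosphatase at 20 µM in the single-dose screen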
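System: purified bovine intestinal alkaline phosphatase (IAP) enzyme; Input: IAP diluted 1/65,000,000 in the well; Measured by: CDP-star luminescence signal; Compound dosing: 20 µM single dose; Incubation: 30 min reaction at room temperature.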
PPARg SRC-3 ag: PPARgamma agonists recruiting SRC-3 coactivator, primary screen, biochemical; activation, % at 8 µM; actives 0.26% (n = 200,000); biochemical PPARgamma/SRC-3 coactivator recruitment assay; AID 731, 2007; in the data active = activation above about 23%;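 also: 0% = DMSO and 100% = reference agonist; some compounds past the cut are filed as inactive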
S1P3 antagonist: S1P3 receptor antagonists, primary screen, cell-based. actives 0.27% (n = 170,000). inhibition, % at 4.98 µM. Sphingosine 1-phosphate receptor 3 (Homo sapiens), Q99500. CHO S1P3 NFAT-BLA reporter, FRET fluorescence, antagonist mode;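 active = inhibition above the plate cutoff, the mean inhibition of test wells on that plate plus 3 SD, cut at about 28% in these data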;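 also: cells challenged with S1P at its EC80 of 0.8 µM; blue over green emission ratio from cleaved BLA substrate after 4 h stimulation; 0% = S1P-stimulated wells and 100% = unstimulated DMSO-only wells; some compounds past the cut are filed as inactive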
bIAP activator: bovine intestinal alkaline phosphatase activators, primary screen, biochemical, bovine IAP, CDP-star luminescence; activation factor at 20 µM; purified bovine IAP, 30 min; hits give high values; fold of DMSO-control signal, blank-subtracted; actives 0.17% (n = 200,000); alkaline phosphatase, intestinal [Bos taurus];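 active = activation factor of 2 or more at 20 µM, a signal rise over negative controls twice the positive control's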
The depositor's hits bear a star; . = not tested or not shown.

compound	PPARg SRC-1 ag	PPARg SRC-2 ag	DTT redox prof	ROMK primary	TR-FRET SRC-2 ct	Lmaj promast	TLR4 MyD88 comp	bIAP inh	PPARg SRC-3 ag	S1P3 antagonist	bIAP activator
Cc1noc(C)c1CSc1nc2ccccc2c(=O)n1-c1ccc(F)cc1F	5	6	-1.2	.	1478	18	5	2	6	10	1
CCc1onc(C)c1C(=O)Nc1cc(C)ccc1OC	5	7	0.2	-0.45	1509	-3	-9	-5	5	.	1
CCOc1ccc(OCC)c2sc(C)nc12	-2	5	-3.5	.	1394	-4	-2	6	10	13	0.9
CC(C(=O)NCC1(c2ccccc2)CCOCC1)N1CCOCC1 (stereo not given)	7	3	-0.9	0.0045	1422	-8	-8	17	-2	6	0.8
COc1ccc(/C=N/NC(=O)c2ccc(-c3ccccc3)cc2)cc1O	8	4	0.1	0.1	1615	-3	-9	-1	3	-9	1
COc1ccc(CN(CC(=O)NCc2ccco2)C(=O)CCC(=O)Nc2nccs2)cc1	2	-6	-4.2	.	1515	-5	-2	4	6	-17	1
O=S(=O)(Nc1cccc(-c2cn3c(n2)SCC3)c1)c1cccs1	6	-2	0.6	0.12	1628	1	-16	-6	2	-13	1.1
CCn1c(SCC(=O)NNC(=S)Nc2ccccc2)nnc1-c1ccc(Cl)cc1	6	6	-0.3	.	1746	-6	-12	-3	2	-20	1
COc1ccc(OC2C(=O)N(Cc3ccc4c(c3)OCO4)C2c2cccs2)cc1 (stereo not given)	1	0	-7.7	.	1413	7	17	9	1	.	0.9
O=S(=O)(c1ccccc1Br)N1CCC(O)(c2cccnc2)CC1	-2	9	-0.1	-1.3	1464	-5	15	10	10	6	0.9
CCN1CCCC1CNC(=O)Cn1cnc2sc(C)c(S(=O)(=O)N3CCC(C)CC3)c2c1=O (stereo not given)	2	9	0.4	-0.82	1386	-8	-6	9	8	.	0.9
Cn1c(=O)cc(SCC(=O)NCC2COc3ccccc3O2)c2ccccc21 (stereo not given)	4	15	-0.9	.	1878	-3	-3	-1	12	-4	1
CC(O)c1cccc(NC(=O)CCC(=O)O)c1 (stereo not given)	3	10	3.5	.	1462	-7	3	10	1	-50	0.9
c1ccc(CCN(Cc2ccccc2)C2CCN(C3CCCC3)CC2)cc1	12	5	-1.8	0.15	1622	92*	11	6	0	-6	0.9
CC(=O)NCC(=O)OC(C)C(=O)Nc1ccc(C(C)=O)cc1 (stereo not given)	7	10	0.4	.	1663	-1	-14	2	4	-9	1
O=C1OCc2cc(NS(=O)(=O)c3cccs3)ccc21	4	3	1.6	0.17	1407	0	-5	14	-2	-24	0.9
COc1cc(CNCCc2ccccc2F)ccc1OCc1ccc(Cl)nc1	-6	-5	0.1	-1.6	1467	100*	1	-4	-10	.	1
CCN1C(=O)CSc2ccc(C(=O)NCc3ccc(OC)cc3)cc21	-3	-7	0.1	-0.31	1449	-2	9	3	-9	.	1
COc1cc(C=O)ccc1OCc1cccc(Br)c1	-1	2	-0.2	0.71	1386	6	-13	4	-1	-5	1
O=C(CC12CC3CC(CC(Br)(C3)C1)C2)NC1=NCCS1	5	6	0.4	0.29	1597	-2	2	-8	4	3	1.1
CCOc1ccc(OCC)c(NC(=O)C2CCCN(c3nc(C)cc(C)n3)C2)c1 (stereo not given)	0	6	0.8	.	1442	40	-6	-14	-1	5	1.1
COc1ccc(F)cc1S(=O)(=O)n1nnc2ccccc21	2	-1	-0.9	0.82	1453	1	-10	6	-8	-23	0.9
O=C(NCc1ccc2c(c1)OCO2)c1ccccn1	3	5	-0.3	.	1459	-6	3	3	2	-18	1
CCOc1ccc(Nc2nc(Cc3nnc(SCC(=O)c4ccc(C)cc4)o3)cs2)cc1	1	2	-0.1	1.8	1478	4	-5	4	-3	.	1
O=C(CSc1nnnn1C1CCCC1)N1CCOCC1	4	5	-0.7	0.13	1555	12	15	-18	6	-13	1.2
CCOC(=O)/C(C#N)=C\c1ccc(N2CCN(C)CC2)cc1	-5	1	-7.3	.	1565	-4	-14	6	0	.	0.9
CCOc1cccc(NC(=O)C2CC(=O)N(C)C2)c1 (stereo not given)	-11	-5	0.4	0.044	1387	-1	-5	5	-1	-1	0.9
C=CCNc1nc2c(c(=O)[nH]c(=O)n2C)n1Cc1cccc(C)c1	3	-4	-0.8	.	1424	3	-5	4	-11	-35	1
Cc1ccc(S(=O)(=O)CCC(=O)OCC(=O)N2CC(=O)Nc3ccccc32)cc1	0	0	-2.2	.	1676	4	-6	12	10	-3	0.9
CN1CCCN(C(=O)C2CCCCC2)CC1	2	4	-1.1	4.9e-06	1551	1	1	-1	0	-9	1
O=C(O)c1cccc(N2C(=O)c3cccc4c(Cl)ccc(c34)C2=O)c1	6	10	-1.6	-0.63	1514	3	10	8	2	-9	0.9
Cc1ccc(OCCn2c(=S)[nH]c3c(N)ncnc32)cc1	5	1	0.4	1.4	1704	-6	1	13	4	1	0.9
CC(C(=O)Nc1ccccc1Oc1ccccc1)c1ccccc1 (stereo not given)	4	12	-0.9	-0.073	1483	-4	6	9	-1	3	0.9
CCNC(=S)Nc1ccccc1-c1ccccc1	4	-2	0.0	-0.031	1607	8	4	4	-4	-6	1
CCO[C@@H]1OC(C(=O)N2CCN(Cc3ccc4c(c3)OCO4)CC2)=C[C@H](c2ccc(Br)cc2)[C@H]1CCCO	6	8	3.0	.	1549	37	-3	-1	-1	-7	1
Cc1cc(C)nc(Nc2n[nH]c(COc3ccc4ccccc4c3)n2)n1	-2	-1	-0.7	.	1514	-2	-4	6	16	.	0.9
CC(C)c1c(O)cc(-c2ccncc2)n(-c2ccc(Cl)cc2)c1=O	13	5	-0.8	.	1630	54*	-12	7	1	-7	0.9
Cc1nn(Cc2ccccc2)c(=O)n1N(C)c1ncc(C(F)(F)F)cc1Cl	2	12	0.0	0	1624	-6	0	-1	0	.	1
CCCCOC(=O)Nc1cccc(C(=O)OCC)c1	5	5	1.2	.	1752	4	1	13	7	.	0.9
CCOc1cc(-c2cc(-c3ccc(C)cc3)nc(N)c2C#N)ccc1O	2	-2	0.3	0.33	1538	1	8	11	-1	.	0.9
CN(c1ccc(C(=O)O)cc1)S(=O)(=O)c1ccc(Cl)cc1	4	12	-0.4	.	1583	-5	-7	8	2	11	0.9
COc1ccc(OC)c(NC(=O)C2CCCCC2C(=O)O)c1 (stereo not given)	-4	-6	0.4	0.15	1526	1	4	6	-16	-16	0.9
CC(C)c1csc(CN2CCCC(CCC(=O)NCc3ccccc3F)C2)n1 (stereo not given)	1	8	-1.1	-0.074	1568	-1	-11	5	7	-13	1
O=C(COC(=O)c1cc(-c2cccnc2)nc2ccccc12)Nc1ccc(F)cc1F	0	-2	0.3	.	1419	-3	-8	.	2	-32	0.4
O=c1c(-c2ccco2)[n+]([O-])c2ccccc2n1OCc1ccccc1	-3	1	0.3	-0.082	1504	1	1	8	-5	.	0.9
CCCCNC(=O)C1CCCN(S(=O)(=O)c2ccc(-n3cnnn3)cc2)C1 (stereo not given)	7	-4	2.7	.	1252	-1	1	7	0	-59	0.9
Cc1cccc(Oc2c(C=O)c3ccccc3n2C)c1	4	4	-0.3	.	1614	-4	-8	8	6	.	0.9
O=C(C1=NN[C@@H]2C(=O)N(c3cccc(C(F)(F)F)c3)C(=O)[C@H]12)C(c1ccccc1)c1ccccc1	11	4	-0.3	.	1686	-7	-10	42	4	3	0.6
O=C(Cn1c(COc2ccccc2)nc2ccccc21)Nc1cc(Cl)c(Cl)cc1Cl	-2	-1	0.0	-0.45	1537	94*	2	-1	3	-9	1
CCOC(=O)N1CCN(C(=O)COc2ccc([N+](=O)[O-])cc2)CC1	6	0	-1.2	-0.93	1469	-6	0	-16	0	-20	1.2
Cc1ccc(NS(=O)(=O)c2ccc(OCC(=O)NCc3ccco3)cc2)cc1	-5	-4	0.0	-0.31	1406	4	13	14	10	2	0.9
CC(NC(=O)c1cc2c(s1)CCCC2)C(C)(C)C (stereo not given)	-1	3	0.2	-0.44	1370	12	2	15	-2	.	0.9
Cc1cc(C)nc(Nc2ncc(O)n2-c2ccccc2)n1	-1	5	2.2	.	1547	-2	3	-10	-5	.	1.1
Cc1cc(=O)oc2c1c(C)nn2-c1nn[nH]n1	-8	0	2.8	.	1514	-6	8	2	-12	9	1
COCC(=O)NNC(=O)c1ccccc1OC	-3	-2	-0.1	0.38	1693	-4	6	0	1	-8	1
CCOC(=O)C1CCCN(C(=O)c2cc3cc(Br)ccc3oc2=O)C1 (stereo not given)	1	3	0.2	0.55	1613	-2	-1	-5	-2	-9	1
CCOc1ccc(CSC(=N)N)cc1[N+](=O)[O-]	-2	3	1.8	-0.7	1574	2	5	.	-2	.	0.3
CCOC(=O)CSc1snnc1-c1ccccc1	-4	-2	2.4	-0.11	1596	-3	22	16	-4	.	0.8
CCOC(=O)CCCN1CC(O)=C(c2nc(-c3ccc(Cl)cc3)cs2)C1=N	3	7	-0.3	-0.0067	1595	20	1	2	4	-25	1
Cc1sc(NC(=O)CCl)c(C(=O)c2ccccc2)c1C	-4	7	1.1	.	1777	101*	7	12	2	.	0.9

Next part.
compound	PPARg SRC-1 ag	PPARg SRC-2 ag	DTT redox prof	ROMK primary	TR-FRET SRC-2 ct	Lmaj promast	TLR4 MyD88 comp	bIAP inh	PPARg SRC-3 ag	S1P3 antagonist	bIAP activator
CC(C)N1CCc2c(sc(NC(=O)c3cc(-c4cccs4)nc4ccccc34)c2C(N)=O)C1	0	13	0.6	-0.63	1397	92*	1	26	5	-11	0.7
CC(=O)c1cccc(NC(=O)CCCOc2ccc(C)cc2)c1	-11	2	-0.5	-0.24	1348	-1	-3	7	-2	-7	0.9
N#CCCn1cc(C(CC(=O)c2ccc(Br)cc2)C(=O)O)c2ccccc21 (stereo not given)	-2	-2	-1.7	.	1659	-4	4	-5	-5	-24	1
Cc1ccc(S(=O)(=O)NCC(=O)OCC(=O)N2N=C(c3ccc(Cl)cc3)CC2c2ccco2)cc1C (stereo not given)	7	9	-0.3	0.57	1544	-9	-9	-2	6	-14	1
